D3 ag: agonists of human D3 dopamine receptor; P35462; D3R DiscoveRx beta-arrestin cells, luminescence, 90 min; max activation, %; 0.58% of 410,000 active; AID 652048; in the data active means max activation above about 30%; further: 0% is about no effect; mostly tested at two doses, the higher about 12 µM
Target sequence (P35462 whole entry, looked up): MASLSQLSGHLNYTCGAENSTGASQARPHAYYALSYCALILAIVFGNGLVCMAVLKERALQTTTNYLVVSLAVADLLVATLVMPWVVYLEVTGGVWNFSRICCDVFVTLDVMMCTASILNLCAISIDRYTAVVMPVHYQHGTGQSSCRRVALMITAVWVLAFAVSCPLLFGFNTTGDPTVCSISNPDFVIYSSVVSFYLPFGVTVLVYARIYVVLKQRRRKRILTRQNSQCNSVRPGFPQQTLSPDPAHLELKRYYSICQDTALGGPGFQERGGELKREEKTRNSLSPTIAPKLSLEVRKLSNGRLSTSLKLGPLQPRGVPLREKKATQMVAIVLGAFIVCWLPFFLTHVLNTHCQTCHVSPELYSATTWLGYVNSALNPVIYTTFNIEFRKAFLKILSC
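Agonist mode: compounds and dopamine controls were applied to plated cells for 90 min at 37 degrees C after an overnight attachment at 1500 cells/well. Luminescent read-out followed 30 - 60 minutes at room temperature with DiscoveRx detection reagent.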
HT1080-NT tox: kills 2HG-producing HT-1080-NT fibrosarcoma cells; AID 686970; Potency, µM (titrated, usually from 46.1 µM), without a hit: at the top dose activity, negative = less viability, actives largely listed as cytotoxic; HT-1080-NT fibrosarcoma viability, CellTiter-Glo ATP luminescence, 48 h; 1.6% of 360,000 active;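 further: NT is the 2HG producing partner of a matched IDH1 knockdown line; potency means the concentration at half of the fitted maximal effect; 0% = DMSO-treated cells and -100% = media-only wells without cells; nearly all actives have a fitted effect of over 55% in size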
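Viability of the 2HG-overproducing fibrosarcoma line after 48 hours of compound exposure at 37 degrees C was determined by luminescence with CellTiter-Glo, and concentration-effect curves were then fitted and categorized.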
KB-V1 cytotox: kills drug-selected multidrug resistant KB-V1 cells; AID 1347076; 3.4% of 400,000 active; KB-V1 MDR cells viability, CellTiter-Glo, 72 h; Potency, µM (titrated, usually from 46.1 µM), for the others: at the highest dose activity change, negative = cytotoxicity, actives largely listed as cytotoxic; further: potency means the concentration at half of the fitted maximal effect; on the % scale 0 is the no-effect control and ±100 the full control effect; nearly all actives have a fitted effect of over 60% in size
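KB-V1 MDR subline cells in DMEM (phenol-red free, 10% FBS) exposed to compounds in qHTS concentration series for 72 h at 37 degrees C. Viability read by CellTiter-Glo luminescence; concentration-effect curves fitted after normalization and correction.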
KB-3-1 tox: KB-3-1 parental cell cytotoxicity; 1.4% of 400,000 active; KB-3-1 viability, CellTiter-Glo ATP luminescence, 72 h; Potency, µM (top dose mostly 46.1 µM), for the others: top-dose activity change, negative = cytotoxic, usual class: cytotoxic; further: potency means the concentration at half of the fitted maximal effect; on the % scale 0 is the no-effect control and ±100 the full control effect; nearly all actives have a fitted effect of over 60% in size
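Parental KB-3-1 viability, qHTS format: 72 h compound exposure, 37 °C; CellTiter-Glo; media-only wells and DMSO plates as controls; concentration-effect fits on corrected data.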
HT1080 IDH1KD tx: HT-1080 IDH1 knockdown cell toxicity (counter line); HT-1080 IDH1 knockdown viability, ATP luminescence, 48 h; Potency, µM (doses to about 46.1 µM), for the others: at the top dose activity, negative = toxicity, usual class: cytotoxic; 2% of 360,000 active;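 further: potency means the concentration at half of the fitted maximal effect; 0% = DMSO wells and -100% = cell-free medium wells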
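Using the IDH1-knockdown HT-1080 line run in the same batch and compound series as the NT line, viability after 48 h at 37 °C was determined by CellTiter-Glo luminescence and expressed as % activity.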
GLP1R ag: GLP-1 receptor (human) agonism | P43220 | HEK293 GLP-1R CRE-luciferase, luminescence, 4-6 h; cells express a hypersensitive GLP-1R form | Potency, µM (series often up to 45.6 µM), inactives show at the top dose activation, most hits filed as activators | 0.007% of 380,000 active; further: potency means the concentration at half of the fitted maximal effect; % of control where 0% means no effect
Target sequence (P43220 whole entry, looked up): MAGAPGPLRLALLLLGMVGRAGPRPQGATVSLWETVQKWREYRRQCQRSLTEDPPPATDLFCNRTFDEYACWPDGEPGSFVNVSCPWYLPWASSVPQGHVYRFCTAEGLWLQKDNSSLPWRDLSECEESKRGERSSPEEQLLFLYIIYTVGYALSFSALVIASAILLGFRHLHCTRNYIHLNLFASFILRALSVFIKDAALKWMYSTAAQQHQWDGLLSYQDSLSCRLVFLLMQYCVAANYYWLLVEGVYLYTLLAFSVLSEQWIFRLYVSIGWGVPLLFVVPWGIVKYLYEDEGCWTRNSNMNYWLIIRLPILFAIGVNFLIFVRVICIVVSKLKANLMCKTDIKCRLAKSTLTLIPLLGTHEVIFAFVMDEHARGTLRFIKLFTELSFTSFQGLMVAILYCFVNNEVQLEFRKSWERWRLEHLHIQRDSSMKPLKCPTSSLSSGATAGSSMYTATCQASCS
D3 antag: antagonists of human D3 dopamine receptor; max response, negative = inhibition, %; AID 652054; 2.5% of 360,000 active; P35462; D3R cells, DiscoveRx beta-arrestin luminescence, antagonist mode; active compounds read low; in the data active means max response below about -50%; inconclusive means no clear call, values can overlap the other calls; further: on the % scale 0 is the no-effect control and ±100 the full control effect; mostly tested at two doses, the higher about 12 µM
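Cells expressing the human receptor were seeded at 1500 cells/well, incubated overnight at 37 degrees C in 5% CO2, then exposed to library compounds with dopamine controls for 90 minutes at 37 degrees C before luminescent detection.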
SW480 rereplic: inducers of DNA re-replication in SW480 colon cancer cells. 1.8% of 340,000 active. AID 624297. SW480 DNA re-replication, Hoechst DNA content imaging, 48 h. Potency, µM (highest dose often 46.1 µM), for inactives: top-dose re-replication activation, actives largely listed as activators; further: potency means the concentration at half of the fitted maximal effect; % of control where 0% means no effect; nearly all actives have a fitted effect of over 55% in size
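Readout is total intensity of Hoechst-stained nuclei, excited at 405 nm and collected at 500-530 nm. Compound treatment lasted 48 hr at 37 C in 5% CO2 before staining.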
IL1B secr inh: blocks inflammasome-driven IL-1 beta release; activity change, % at 57.5 µM; THP-1 LPS/ATP IL-1B secretion, AlphaLISA, 16 h; active compounds read low; 4.7% of 360,000 active; in the data active means activity change below about -50%; inconclusive means mostly about -30% to -49%; further: on the % scale 0 is the no-effect control and ±100 the full control effect
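THP-1 cells pretreated 1 hr with compounds (up to 57.5 uM final), then stimulated with LPS (250 ng/mL final) plus ATP (1.25 mM final); secreted IL-1B measured by AlphaLISA after 16 hr, decreased signal indicating inhibition.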
Starred values were filed as active, the others as inactive; i = inactive; ? = inconclusive; . = no result given; & = joins results of further samples; [ ] = another dose, or the depositor's remark. Unless noted, the call rests on the fitted dose curve; in most records, active means well fitted curve in the direction sought with a large enough effect; inconclusive means small, poorly fitted or top-dose-only effect, or another doubt; inactive means no such curve, though single readings can be large; an effect the other way counts as inactive or inconclusive.

SMILES,D3 ag,HT1080-NT tox,KB-V1 cytotox,KB-3-1 tox,HT1080 IDH1KD tx,GLP1R ag,D3 antag,SW480 rereplic,IL1B secr inh
CC(=O)c1ccc(C(=O)N(CCCN(C)C)c2nc3c(C)c(C)ccc3s2)cc1,-21.6,.,30.2%,-18.7%,.,-2.7%,.,.,.
O=CNc1ccccc1Oc1ccccc1,4.4,9.2%,16.6%,3.2%,18.6%,7.5%,7.7,-7.3%,-1.7
O=[N+]([O-])c1ccc(CSc2ccc(S(=O)(=O)N3CCOCC3)cn2)cc1,-4.4,-0.7%,?,10.1%,-10.5%,-11.4%,4.2,-2.0%,-63.6*
COc1cc(NC(=S)N2CCCCC2C)c(OC)cc1Cl (configuration not stated),1.8,8.2%,-0.4%,5.3%,2.8%,-5.5%,4.2,-216.8%[inhibitor],-4.6
N#Cc1c(N)nc(SCC(=O)C23CC4CC(CC(C4)C2)C3)c(C#N)c1-c1ccc(Cl)cc1,-0.2,-4.3%,?,-3.8%,-9.1%,-6.0%,0.0,18.6%,21.9
CC(=O)NNC(=S)NC(=O)c1ccc(C)cc1,3.8,2.8%,2.5%,-1.9%,-0.7%,-0.4%,24.4,4.8%,7.2
COCCNC(=O)C1(C)CCN(C(=O)c2ccc(OC)c(F)c2)C1 (configuration not stated),1.8,19.9%,2.1%,0.0%,16.8%,0.2%,7.9,.,42.4
CCC(Oc1ccc(Br)cc1Cl)C(=O)Nc1nnc(C2CC2)s1 (configuration not stated),4.7,1.6%,.,.,2.0%,-7.5%,2.3,-2.5%,13.1
CCCn1cnc2c(oc3ccccc32)c1=O,5.3,6.4%,-0.1%,8.0%,18.7%,0.8%,17.3,-2.8%,7.6
COC(=O)c1ccc(CS(=O)(=O)c2ccc(F)cc2)o1,6.7,0.3%,1.6%,-2.9%,5.4%,-6.4%,13.3,1.7%,3.2
Cc1cc(C)c(C)c(S(=O)(=O)NCc2ccncc2)c1C,-20.3,-10.3%,-8.7%,-30.0%,?,12.3%,27.3,1.2%,-3.7
OC[C@@H](O)C1OC2NC(=S)OC2C1O (some centres not stated),-7.5,2.2%,?,0.9%,4.2%,-5.1%,0.0,9.6%[1.84 µM],11.5
CCOC(=O)[C@@H]1[C@H]2COc3ccccc3[C@@H]2N2C(=O)N(c3ccc(OC)cc3)C(=O)[C@]12C,-21.0,9.1%,-6.9%,6.4%,7.9%,0.5%,-0.1,-9.6%,-11.4
CCc1ccc(NC(=O)c2ccc3c(=O)n4c(nc3c2)CCCCC4)cc1,3.2,-0.8%,-3.3%,?,-0.4%,5.7%,-5.5,16.4%,-4.8
O=C(O)c1cc(NC(=O)c2ccc([N+](=O)[O-])cc2)cc(NC(=O)c2ccc([N+](=O)[O-])cc2)c1,3.3,-1.4%,16.2%,7.1%,2.5%,-0.3%,2.8,-8.8%,9.7
CC(=O)c1sc(-c2ccc(F)cc2)cc1NS(=O)(=O)c1ccccc1,-3.5,6.3%,13.7%,3.1%,11.2%,-6.1%,6.2,-7.4%,30.0
CN(C)S(=O)(=O)c1cccc(C(=O)NC2CCSc3ccccc32)c1 (configuration not stated),10.2,9.3%,-3.0%,11.2%,-0.9%,11.2%,7.9,3.1%,-11.8
Cc1[nH]nc2c1/C(=N\O)CC(C)(C)C2,3.2,27.3%,18.7%,-1.9%,17.6%,-2.0%,0.5,-0.5%,17.8
O=C(NCc1ccccn1)c1nc(-c2cccs2)no1,2.0,12.9%,1.7%,14.6%,18.6%,10.3%,3.6,22.9%,-10.9
COc1ccc(Cl)cc1-c1nc(SCC(=O)NCC2CCCO2)n[nH]1 (configuration not stated),-14.7,-5.6%,-3.0%,3.1%,-2.0%,11.8%,-23.1,-7.8%,5.0
CNC(=S)N(Cc1cccs1)Cc1cc2ccc(OC)cc2[nH]c1=O,1.2,-6.6%,?,0.7%,-17.7%,10.9%,4.4,1.5%,-10.2
COCC1CCN(C(=O)C2CCC(=O)N(CCc3cccc(F)c3)C2)CC1 (configuration not stated),3.0,4.9%,?,-7.7%,11.9%,-0.1%,10.3,-3.3%,0.0
c1ccc(-c2nnc(SCc3cn4ccsc4n3)o2)cc1,0.2,-2.4%,?,8.0%,-6.5%,13.3%,6.7,-2.8%,7.3
COc1ccc(CCNC(=O)/C=C/c2ccc(S(=O)(=O)N3CCOCC3)cc2)cc1,2.2,-3.6%[9.24 µM],-13.6%,-12.0%,-0.8%,-5.5%,7.3,4.11µM*,-8.4
CCN1C(=O)C(O)(C2COC(C)(C)CC2=O)c2cc(Br)ccc21 (configuration not stated),-14.0,15.8µM*,3.2%,-18.2%,?,11.8%,-15.6,8.7%,-8.7
Cc1ccc(SCc2nc(N)nc(Nc3ccccc3C)n2)c(C)c1,0.3,6.8%,22.4%,4.2%,4.2%,3.3%,23.2,?,?
COc1cccc(-c2ccc3c(c2)N(Cc2ccccc2OC)C(=O)C(C)S3)c1 (configuration not stated),2.8,14.0%,?,0.0%,-4.1%,19.9%,?,.,43.9
COCc1c(C(=O)N2CCN(Cc3ccc4c(c3)OCO4)CC2)oc2ccccc12,-7.8,-2.2%[9.24 µM],-28.6%,?,-0.6%,-4.6%,0.0,?,-3.3
Cn1c(=O)c2c(nc(Br)n2Cc2ccccc2Cl)n(C)c1=O,2.8,8.4%,-0.5%,-18.9%,6.1%,-1.7%,2.6,0.7%,0.0
CCOc1ccc(C(=O)NC2CC3CCCC(C2)N3Cc2ccccc2)cc1 (configuration not stated),-9.0,-4.7%,?,-19.3%,-17.3%,-0.5%,-54.0*,-3.5%,?
O=c1oc(-c2cccc(S(=O)(=O)N3CCOCC3)c2)nc2ccccc12,-1.9,-4.1%,-1.2%,2.3%,-4.1%,0.1%,39.7,-3.4%,0.0
CCOC(=O)N1CCN(C(=O)c2ccc(CN(c3ccc(C)c(C)c3)S(C)(=O)=O)cc2)CC1,6.8,-6.7%,?,-26.6%,-2.2%,-7.2%,12.1,-3.7%,1.5
Cc1ccccc1NC(=O)c1ccc2c(c1)C(=O)N(CC(C)C)C2=O,0.7,16.3%,3.4%,0.3%,14.8%,-0.9%,5.5,7.5%,-15.9
Cc1cccc(C)c1NC(=O)C1(C)CSCC(=O)N1Cc1cccc(C(F)(F)F)c1 (configuration not stated),-3.2,7.9%,?,-23.3%,1.1%,.,3.3,.,-18.8
Cc1ccc(-c2nn(-c3ccc(F)cc3)cc2C(=O)NCC2CCCO2)cc1 (configuration not stated),-7.2,-22.7%,?,-19.6%,-10.9%,1.1%,19.1,-7.9%,-5.2
COc1ccc(-n2c3c(cc(C(=O)NCC(=O)c4ccccc4)c2=O)C(=O)CC(C)(C)C3)cc1,-9.2,-0.7%,-22.4%,7.1%,0.9%,3.6%,-1.6,?,i
COc1ccc(-c2nc3cnccn3c2Nc2ccc3c(c2)OCO3)cc1,-1.7,-12.6%,?,?,-29.7%,23.4%,1.5,-2.8%,104.9
CCN(CC)CCCn1c2c(c(SCC(=O)Nc3ccccc3Cl)nc1=O)CCC2,-9.7,-12.8%,17.3%,-1.1%,-0.8%,-1.5%,-6.7,-1.6%,-16.3
Cc1c(C(=O)Nc2ccc(Cl)cc2)c2ccccn2c1C(=O)c1ccc([N+](=O)[O-])cc1,-4.1,1.5%,1.4%,-4.3%,-3.4%,4.0%,-17.5,18.7%,-13.2
CC(=O)Nc1ccc(S(=O)(=O)NCC2CCC(C(=O)NCCCOC(C)C)CC2)cc1 (configuration not stated),3.7&-4.6,11.2%,-4.4%&0.0%,?,-3.9%,-1.0%,-1.3,-9.9%,-4.0
Cc1ccc(C)c(Cn2nnc3c(=O)[nH]c(C4CCCN(C(=O)C5CCC5)C4)nc32)c1 (configuration not stated),20.9,-8.6%,-18.2%,-5.8%,?,8.2%,6.0,11.3%,15.6
COc1ccc(S(=O)(=O)NC2CCCCCC2)c(OC)c1,-1.1,-8.5%,-5.0%,-0.5%,-9.0%,0.3%,-3.9,-0.5%,71.2
Cc1cc(C(F)F)n2nc(C(=O)NCc3ccccc3F)nc2n1,-2.1,9.8%,-3.5%,0.0%,5.4%,-12.8%,-5.6,-0.2%,-12.5
COc1ccccc1C=C1SC(=S)NC1=O,3.6,-7.1%,-9.4%,-0.6%,-5.5%,-2.3%,0.0,-0.3%,0.0
COc1nc(-c2ccccc2)ccc1-c1noc(-c2ccccc2)n1,7.2,14.2%,-7.0%,2.2%,23.6%,0.9%,3.9,0.4%,13.3
O=C(N=C1SCC(=O)N1c1ccccc1Cl)c1ccco1,3.6,7.1%,4.6%,-9.1%,25.5%,-13.6%,39.8,-5.8%,-3.2
Cc1ccccc1OCCC(=O)Nc1cc(S(=O)(=O)N2CCCCC2)ccc1N1CCN(C)CC1,-7.3,?,-1.0%,0.2%,-15.0%,9.0%,-13.2,21.2%,-8.6
O=C(O)CN1C(=O)C(=O)N(Cc2ccc(Cl)c(Cl)c2)C1=O,1.9,3.4%,-1.8%,-0.8%,10.9%,-1.9%,10.9,-6.0%,5.6
O=C(OCC(=O)N1CCCCC1)c1ccc2c(c1)C(=O)N(Cc1ccco1)C2=O,-2.7,4.2%[9.24 µM],0.0%,2.8%,1.1%,-2.3%,-9.6,-18.4%,5.0
Cc1ccc(S(=O)(=O)N2CCOCC2)cc1C(=O)N1CCN(S(=O)(=O)c2cccs2)CC1,-8.9,10.1%,-0.4%,0.3%,11.0%,-5.5%,1.5,-1.0%,0.0
COc1ccc(/C=N/Nc2nc(C)cc(=O)[nH]2)cc1OC,3.9,-0.5%,1.5%,-13.7%,-12.2%,6.7%,3.8,-2.5%,7.1
Fc1ccc(CN2CCN(C(c3ccccc3)c3ccccc3)CC2)cc1,-23.3,2.9%,6.6%,3.3%,5.2%,-2.9%,-82.4*,21.3%,4.3
